HIF act: HIF pathway transcriptional activation | actives 0.32% (n = 300,000) | U2OS HRE-luciferase reporter, luminescence; normalized: DMSO 0%, desferrioxamine 100% | activation, % at 7.5 µM (by protocol);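 active = mean activation of at least 10% of the iron chelator positive control signal, with at least half of replicates also reaching 10%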
TRPC4 potent: TRPC4 (mouse) allosteric potentiation; HEK293 TRPC4beta/mu-opioid, DAMGO EC20, Fluo-4 Ca2+ flux; stronger effect = higher value; AID 2227; Q9QUQ5; actives 0.42% (n = 310,000); B-score at 10 µM;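 active = B-score of calcium response area above 5 SD of library B-scores, with initial fluorescence ratio within 5 SD of library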;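 note: B-score of integrated fluorescence ratio over time as area under calcium response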
Target sequence (Q9QUQ5 whole entry, looked up): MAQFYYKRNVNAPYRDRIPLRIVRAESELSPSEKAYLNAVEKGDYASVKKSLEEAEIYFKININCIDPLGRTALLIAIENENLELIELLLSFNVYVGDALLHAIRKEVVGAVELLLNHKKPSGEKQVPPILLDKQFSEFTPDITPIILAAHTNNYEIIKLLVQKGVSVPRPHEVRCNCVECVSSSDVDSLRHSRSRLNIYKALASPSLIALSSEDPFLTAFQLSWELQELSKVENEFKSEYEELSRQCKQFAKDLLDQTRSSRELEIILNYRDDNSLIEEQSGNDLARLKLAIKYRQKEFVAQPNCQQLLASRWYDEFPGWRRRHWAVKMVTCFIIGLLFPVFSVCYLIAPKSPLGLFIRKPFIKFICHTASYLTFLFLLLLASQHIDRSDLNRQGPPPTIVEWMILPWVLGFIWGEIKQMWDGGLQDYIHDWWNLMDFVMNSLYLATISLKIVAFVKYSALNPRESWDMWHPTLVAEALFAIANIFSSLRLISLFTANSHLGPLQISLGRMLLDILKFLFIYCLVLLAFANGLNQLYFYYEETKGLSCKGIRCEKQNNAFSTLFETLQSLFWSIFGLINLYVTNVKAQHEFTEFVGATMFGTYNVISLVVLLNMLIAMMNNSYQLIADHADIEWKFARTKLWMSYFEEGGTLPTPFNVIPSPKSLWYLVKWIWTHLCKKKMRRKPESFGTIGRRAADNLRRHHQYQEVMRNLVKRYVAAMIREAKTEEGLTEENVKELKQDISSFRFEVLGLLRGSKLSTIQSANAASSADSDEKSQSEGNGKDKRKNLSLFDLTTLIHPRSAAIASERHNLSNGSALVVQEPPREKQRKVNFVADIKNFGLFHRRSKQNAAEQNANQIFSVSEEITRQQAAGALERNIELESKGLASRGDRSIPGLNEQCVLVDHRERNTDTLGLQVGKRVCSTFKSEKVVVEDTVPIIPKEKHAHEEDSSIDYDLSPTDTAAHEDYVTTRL
MrgX1 antag: blocks BAM8-22 activation of human MrgX1 receptor; MRGX1-HEK293 calcium flux, Fluo-4, BAM8-22 antagonism; stronger effect = lower value; B-score at 10 µM; actives 1.3% (n = 310,000); AID 588676;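 active = calcium-response B-score plate-corrected more than 3 library SD below zero, starting fluorescence within 5 deviations, no agonist response on first addition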;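 note: peak minus trough fluorescence over baseline after final BAM8-22 challenge near maximal dose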
MrgX1 PAM: allosterically activates human MrgX1 receptor signaling; actives 0.63% (n = 310,000); MrgX1-HEK293, Fluo-4 calcium flux, FDSS; stronger effect = higher value; B-score at 10 µM; Q96LB2;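 active = plate-corrected calcium response at least 3 library SD above typical, normal starting fluorescence, not activating the receptor alone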;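 note: compound read alongside a low EC10 to EC30 dose of BAM8-22 agonist; peak minus trough fluorescence over baseline measured at the second addition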
TRPC4 agonist: TRPC4 (mouse) channel activation | Q9QUQ5 | HEK293 TRPC4beta/mu-opioid, Fluo4 calcium fluorescence; stronger effect = higher value | B-score at 10 µM | actives 0.49% (n = 310,000) | AID 2237;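 active = B-score above 5 SD of library B-scores, and initial fluorescence ratio not above library mean plus 5 SD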;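 note: positive B-score marks a calcium rise read as TRPC4 activation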
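Material: HEK293 stable line with TRPC4beta plus mu-opioid receptor; technique: Fluo4 calcium-sensitive dye fluorescence, kinetic, 1 Hz baseline; timing: Fluo4 dye loading 45 min at room temperature, 110 s recording; controls: assay buffer as low control, maximal DAMGO as high control; read-out: integrated baseline-normalised fluorescence ratio, converted to per-well B score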
MrgX1 ag: human MrgX1 receptor agonism, primary screen; Q96LB2; MrgX1-HEK293 cells, Fluo-4 calcium fluorescence, agonist mode; stronger effect = higher value; B-score at 10 µM; actives 0.44% (n = 310,000);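 active = calcium response B-score plate-corrected fluorescence ratio at least 3 library SD, with starting fluorescence B-score inside 5 SD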
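Test system: HEK293 cells stably expressing human MrgX1 receptor; amount: 15,000 cells per well; doses: compound delivered in addition one of three; times: overnight plating before 1 h dye loading; detection: Fluo-4 NW calcium-flux fluorescence, kinetic read; read-out basis: B-scored fluorescence response ratio; controls: positive and negative controls per plate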
PolyA inhibitor: inhibitors of polyadenylation in S. cerevisiae | S. cerevisiae SKY197-pL101 polyadenylation reporter, beta-gal luminescence; efflux-impaired pdr1/pdr3 knockout yeast; score 100 = 6 SD above DMSO | calls only at 12 µM | actives 0.02% (n = 300,000) | AID 1875;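 active = lowest replicate activity score at least 50, where 100 means six control SD above control mean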;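 note: yeast exposed to compound for 9 h at 30 °C; higher score means more reporter readthrough which indicates perturbed polyadenylation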
AI-2 QS mod: modulators of Vibrio harveyi AI-2 quorum sensing system | Vibrio harveyi JMH597 AI-2 luminescence/OD600 ratio, 9 h; stronger effect = lower value; strain lacks LuxN and CqsS sensors; 0 = neutral-control median | activity change, % at 7.5 µM | actives 0.4% (n = 300,000) | AID 2094; in the data active = activity change below about -75%, passing the limit was not always enough;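 note: luminescence divided by OD600 gain over 9 h not by final OD600 alone; inactives centre near 13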
TRPC6 inh: blocks the mouse TRPC6 cation channel; AID 2553; Q61143; HEK293-TRPC6, membrane potential dye, ACh-evoked depolarization; stronger effect = lower value; B-score at 10 µM; actives 1.1% (n = 310,000);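 active = B-score under library mean minus 3 SD, initial fluorescence not abnormally high, positive integrated signal ratio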;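 note: B-score derived from integrated fluorescence ratio over the kinetic read; more negative B-score means stronger inhibition of depolarization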
TRPC6 activator: mouse TRPC6 channel activation. Q61143. HEK293-TRPC6 membrane potential dye fluorescence; stronger effect = higher value. B-score at 10 µM. actives 0.13% (n = 310,000). AID 2550;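 active = B-score of the integrated fluorescence ratio above library mean plus 3 SD, and starting fluorescence ratio within library mean plus 5 SD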;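 note: higher score means more depolarization so channel activation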
TRPC4 inh: inhibitors of mouse TRPC4 channel | AID 2247 | actives 0.39% (n = 300,000) | HEK293 TRPC4beta/mu-opioid, DAMGO-evoked Fluo4 calcium flux; stronger effect = lower value | Q9QUQ5 | B-score at 10 µM;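 active = B-score over 3 SD under the library average, no early fluorescence shift, positive overall ratio signal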
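System: stable TRPC4beta/mu-opioid receptor HEK293 cells; Dosing: single-point compound dosing; Measured by: Fluo4 Ca2+ flux fluorescence; Read-out basis: per-well B score of integrated baseline-normalized Fluo4 ratio.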
* = called active by the depositor; i = inactive; nt = not tested or not shown. The list is partial, so the mix of outcomes need not match the whole.

SMILES	HIF act	TRPC4 potent	MrgX1 antag	MrgX1 PAM	TRPC4 agonist	MrgX1 ag	PolyA inhibitor	AI-2 QS mod	TRPC6 inh	TRPC6 activator	TRPC4 inh
CC(C)c1ccccc1NC(=O)CNC(C)c1ccc(F)cc1 (configuration not stated)	0.1	i	i	i	i	i	i	32.2	i	i	i
CN(C)S(=O)(=O)n1cc(/C=C(\NC(=O)c2ccccc2Cl)C(=O)N2CCOCC2)c2ccccc21	-0.4	i	i	i	i	i	i	-0.1	i	i	i
CS(=O)(=O)c1ccc2nc(NC(=O)c3ccccc3Cl)sc2c1	-0.3	i	i	i	i	i	i	-5.0	i	i	i
S=C(Nc1cccnc1)N1CCN(c2ccccc2Cl)CC1	1.5	i	i	i	i	i	i	28.7	i	i	i
O=C(NNc1c(Cl)cncc1Cl)c1cccs1	-0.5	i	i	i	i	i	i	14.5	i	i	i
Cc1cc(C)cc(N(CC(=O)N2CCn3c2nc2ccccc23)S(=O)(=O)c2c(C)noc2C)c1	nt	i	i	i	i	i	i	48.3	i	i	i
Cc1ccc(C)c(NC(=O)CSc2nnc(-c3ccncc3)n2N)c1	0.2	i	i	i	i	i	i	-1.0	i	i	i
Cn1c(SCC(=O)Nc2ccc(F)cc2)nc2c(c1=O)SCC2	0.1	i	i	i	i	i	i	6.4	i	i	i
CCCNS(=O)(=O)c1ccc(CCC(=O)N2CCN(c3ccc(OC)cc3)CC2)cc1	-0.2	i	i	i	i	i	i	24.6	i	i	i
Cc1ccc(NC(=O)CSC2=C(C#N)C(c3ccco3)CC(=O)N2)cc1 (configuration not stated)	1.1	i	i	i	i	i	i	18.0	i	i	i
Cc1ccc(CC(=O)NCCc2ccc(S(N)(=O)=O)cc2)cc1	-0.6	i	i	i	i	i	i	16.5	i	i	i
CCC1Oc2ccc(Cl)cc2N(CC(=O)O)C1=O (configuration not stated)	-0.4	i	i	i	i	i	i	9.7	i	i	i
CN(Cc1ccon1)C(=O)C1CCN(C2CCN(CCCc3ccccc3)CC2)CC1	-0.4	i	i	i	i	i	i	8.1	i	i	i
Cc1cccc(NC(=O)CCNS(=O)(=O)c2cc(Br)cnc2N)c1C	-0.3	i	i	i	i	i	i	28.0	i	i	i
C=CCNCCOCCOc1ccc(C)cc1[N+](=O)[O-]	0.0	i	i	i	i	i	i	32.2	i	i	i
CCN(Cc1ccccc1)C(=O)c1cccc(OC2CCN(C(=O)C3CC3)CC2)c1	-0.5	i	i	i	i	i	i	5.3	i	i	i
O=C(NCCc1ccccc1)C(=O)NCCC1CCCCN1S(=O)(=O)c1ccccc1 (configuration not stated)	0.2	i	i	i	i	i	i	16.5	i	i	i
Cc1ccc(CS(=O)(=O)Cc2ccc(C(=O)NC3CC3)o2)cc1	0.2	i	i	i	i	i	i	42.9	i	i	i
O=C(Nc1ccc(CN2CCCCC2)cc1)c1cccc(Br)c1	1.0	i	i	i	i	i	i	28.8	i	i	i
CC(NC(=O)c1cccs1)c1ccc(Br)cc1 (configuration not stated)	-0.1	i	i	i	i	i	i	4.0	i	i	i
Cc1nc2cc3c(cc2c(C)c1C(=O)OC(C)C)OCO3	1.0	i	i	7.06*	i	i	i	-2.8	i	i	i
CCOC(=O)COc1cccc2c(=O)n(CC(=O)N3CCCc4ccccc43)ccc12	0.0	i	i	i	i	i	i	-2.6	i	i	i
CC(C)(C)NC(=O)c1cc(C(C)(C)C)c(O)c(C(C)(C)C)c1	-0.5	i	i	i	i	i	i	7.8	i	i	i
CNC(=S)N1CCN(c2ccccn2)CC1	0.1	i	i	i	i	i	i	11.3	i	i	i
O=C(NCCCN1CCOCC1)c1onc(CSc2ccc(F)c(F)c2)c1C(=O)NCCCN1CCOCC1	0.1	i	i	i	i	i	i	13.7	i	i	i

Additional compounds.
SMILES	HIF act	TRPC4 potent	MrgX1 antag	MrgX1 PAM	TRPC4 agonist	MrgX1 ag	PolyA inhibitor	AI-2 QS mod	TRPC6 inh	TRPC6 activator	TRPC4 inh
COc1cccc(Cn2c(Oc3cccc(C)c3)nc3c2c(=O)n(C)c(=O)n3C)c1	-0.7	i	i	i	i	i	i	21.4	i	i	i
CC(C)CCNc1c(-c2cccs2)nc2ccccn12	0.2	i	i	i	i	i	i	16.2	i	i	i
O=C(NC(=S)Nc1ccc(N2CCOCC2)cc1)c1ccc(Cl)cc1	-2.4	i	i	i	i	i	i	15.1	i	i	i
COc1ccc(-c2noc(CCC(=O)NCCCN3CCN(c4ccccc4F)CC3)n2)cc1	-0.5	i	i	i	i	i	i	3.9	i	i	i
O=C(Nc1nc2ccc(Oc3ccccc3)cc2s1)c1cc([N+](=O)[O-])ccc1N1CCOCC1	0.3	i	i	i	i	i	i	10.8	i	i	i
O=C(O)C1CSC(CCc2ccccc2)N1 (configuration not stated)	-0.1	i	i	i	i	i	i	3.1	i	i	i
CC(=O)Nc1ccc(S(=O)(=O)NCc2csc(-c3cccnc3)n2)cc1	0.0	i	i	i	i	i	i	6.0	i	i	i
CN1CCN(Cc2nc3ccccc3c(=O)n2CC#N)CC1	0.1	i	-5.61*	i	i	i	i	9.4	-6.86*	i	i
CCCCOC(=O)Oc1ccc2c(=O)c(Oc3cc(C)cc(C)c3)coc2c1	-0.3	i	i	i	i	i	i	15.0	i	i	i
N#Cc1cc(-c2ccc(Cl)cc2)cnc1Sc1ccc(F)cc1	0.6	i	i	i	i	i	i	9.7	i	i	i
Cc1c(OCC(=O)N2CCC[C@@H]2C(=O)O)ccc2c3c(c(=O)oc12)CCC3	-0.3	i	i	i	i	i	i	3.6	i	i	i
CCCSc1ccc(C(=O)Nc2ccc(Cl)cc2)cn1	4.2	i	i	i	i	i	i	21.4	i	i	i
O=C(CN(C(=O)CCC(=O)Nc1ccccn1)c1ccc(F)cc1)NCc1ccco1	1.6	i	i	i	i	i	i	2.1	i	i	i
CN(CC(=O)Nc1ccc(S(=O)(=O)N2CCCC2)cc1)Cc1cccc(Cl)c1Cl	-0.2	i	i	i	i	i	i	23.9	i	i	i
COC(=O)Nc1sc2c(c1C(=O)NCc1ccco1)CCC2	0.0	i	i	i	i	i	i	15.7	i	i	i
Cc1ccc(CN2C(=O)CCC2C(=O)NC(C)C)cc1 (configuration not stated)	-0.3	i	i	i	i	i	i	3.9	i	i	i
COCCCNc1nc2nonc2nc1N1CCN2CCCC2C1 (configuration not stated)	0.0	i	i	i	i	i	i	-8.3	i	i	i
O=C(Cn1cncc1-c1ccc([N+](=O)[O-])cc1)Nc1ccccc1F	-1.2	i	i	i	i	i	i	11.7	i	i	i
Cc1cc(C)n(-c2ccc(OCC(=O)O)nn2)n1	0.2	i	i	i	i	i	i	11.2	i	i	i
COP(=O)(c1ccc(N(C)C)cc1)C(O)c1ccccc1 (configuration not stated)	-1.1	i	i	i	i	i	i	7.7	i	i	i
O=C(Nc1ccc(F)cc1)N(Cc1ccco1)Cc1cc2cc3c(cc2[nH]c1=O)OCO3	0.1	i	i	i	i	i	i	18.9	i	i	i
CCC(c1nnnn1C(C)(C)C)N(Cc1ccco1)Cc1cc2cccc(C)c2[nH]c1=O (configuration not stated)	-0.8	i	i	i	i	i	i	21.0	i	i	i
Cc1ccc(NC(=O)C2CCN(C(=O)c3cccs3)CC2)c(C)c1	0.1	i	i	i	i	i	i	17.3	i	i	i
FC(F)(F)c1ccc(-c2nnc(-c3ccccn3)c(-c3ccccn3)n2)nc1	-0.1	i	i	i	i	i	i	16.6	i	i	i
COC(=O)c1cc(=O)n(Cc2cccs2)c(=NCc2cccs2)s1	0.1	i	i	i	i	i	i	14.8	i	i	i

The last 2 records of the section above lead into the next.
SMILES	HIF act	TRPC4 potent	MrgX1 antag	MrgX1 PAM	TRPC4 agonist	MrgX1 ag	PolyA inhibitor	AI-2 QS mod	TRPC6 inh	TRPC6 activator	TRPC4 inh
FC(F)(F)c1ccc(-c2nnc(-c3ccccn3)c(-c3ccccn3)n2)nc1	-0.1	i	i	i	i	i	i	16.6	i	i	i
COC(=O)c1cc(=O)n(Cc2cccs2)c(=NCc2cccs2)s1	0.1	i	i	i	i	i	i	14.8	i	i	i
O=C(Cc1cccs1)Nc1nnc(SCc2cccc3ccccc23)s1	-0.2	i	i	i	i	i	i	12.2	i	i	i
COc1cc(/C=C/c2cccc[n+]2C)ccc1OCC(=O)Nc1ccccc1C	-0.3	i	i	i	i	i	i	7.0	i	i	i
O=c1c(C=Nc2ccc(Cl)cc2)c[nH]n1-c1cccc(Cl)n1	3.1	i	i	i	i	i	i	11.4	i	i	i
CC(C)C(=O)NC(=S)Nc1sc2c(c1C(N)=O)CCCC2	1.0	i	i	i	i	i	i	-0.6	i	i	i
c1ccc(-c2ccc(C3=Nn4c(nnc4-c4cc(-c5ccccc5)n[nH]4)SC3)cc2)cc1	1.3	i	i	i	i	i	i	10.8	i	i	i
[S-]C(=Nc1ccc(Cl)cc1)N[n+]1ccccc1	0.8	i	i	i	i	i	i	40.4	i	i	i
N#Cc1c(-c2ccccc2)c(-c2ccccc2)n(Cc2ccco2)c1NC(=O)c1cccs1	-19.1	i	i	i	i	i	i	0.9	i	i	i
COc1ccc(-c2ccc(CCC(=O)O)n2NC(=O)c2ccc(C(C)(C)C)cc2)cc1	-0.3	i	i	i	i	i	i	0.7	i	i	i
O=C(NNC(=O)c1cc(-c2ccccc2)nn1-c1ccccc1)c1ccccc1	-0.1	i	i	i	i	i	i	21.7	i	i	i
COc1ccc(NC(=O)CN2CC(c3ccccc3)CC2=O)cc1OC (configuration not stated)	-0.3	i	i	i	i	i	i	18.9	i	i	i
COc1ccccc1N1CCN(c2ncnc3nc[nH]c23)CC1	-0.2	i	i	i	i	i	i	-1.0	i	i	i
COc1cc([N+](=O)[O-])cc2sc(NC(=O)C3CC3)nc12	0.7	i	i	i	i	i	i	9.9	i	i	i
COC(=O)c1ccc2c(=O)n(Cc3ccc(C(=O)NC(C)C)cc3)c(=S)[nH]c2c1	1.9	i	i	i	i	i	i	3.9	i	i	i
CC(=O)c1ccc(OCc2cc(C(=O)N(C)Cc3ncc(C)[nH]3)no2)cc1	-0.1	i	i	i	i	i	i	23.9	i	i	i
